Screening data deposited in PubChem by PCMD.
Yeast growth tox – Inhibits yeast growth, turbidity readout | S. cerevisiae wild-type growth, A595 turbidity, 16 h | growth inhibition, % at 25 µM (by protocol) | actives 0.3% (n = 30,000);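 active means mutant and wild-type yeast strains alike exhibit over 30% growth inhibition; inconclusive means a strain exceeds 50% while the second remains under 30%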;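 further: 0% = untreated cell controls and 100% = YPD media blanks without cells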
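System – wild-type and eIF2Bepsilon-R284H mutant S. cerevisiae, screened separately · Measured by – absorbance at 595 nm (turbidity) · Timing – 16 h compound exposure during growth at 30 °C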
eIF2B yeast act – eIF2B (yeast) activity modulation | S. cerevisiae eIF2B-epsilon R284H, GCN4-lacZ luminescence | inhibition, % at 25 µM (by protocol) | actives 0.91% (n = 27,000) | AID 688;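 active means mutant luminescence inhibited past about 50% while wild type luminescence and mutant growth stay under set limits, limit read from the data; inconclusive means mutant versus wild type luminescence inhibition gap past a set limit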; further: some compounds called inactive have numbers as strong as hits
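System: Yeast eIF2B-epsilon R284H mutant carrying GCN4–beta-galactosidase fusion | Read-out basis: Percent inhibition, luminescence and growth | Compound: 25 µM single dose | Times: 16 h at 30 °C exposure | Measured by: Luminescence and A595 | Buffer or medium: YPD medium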
Yeast growth tox inhibition % – second read-out of Yeast growth tox, no call of its own (marks repeat the call); growth inhibition, %; S. cerevisiae eIF2Bepsilon-R284H mutant growth, A595 turbidity, 16 h;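 each compound tested once at 25 µM; 0% equals untreated cells and 100% equals cell-free medium blanks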
eIF2B yeast act mutant toxicity – second read-out of eIF2B yeast act, no call of its own (marks repeat the call); growth inhibition, %; measured here: mutant yeast growth, toxicity;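 each compound tested once at 25 µM; zero equals untreated control growth and 100 equals blank medium absorbance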
* hit, by the source's call; ? = inconclusive; / = not tested or not shown. An excerpt; rates above refer to the full screens.

Results follow in this order: eIF2B yeast act, eIF2B yeast act mutant toxicity, Yeast growth tox, Yeast growth tox inhibition %
CCCCNC(=O)OC(C)CNC(=O)Oc1cccc(C)c1 (stereo not drawn)
 : -1, 3, 4, 3
CCOCCc1nnc(NC(=O)C(CC)c2ccccc2)s1 (stereo not drawn)
 : 13, 10, 10, 10
Cc1ccc(NC(=O)c2cc(NC(=O)c3ccco3)ccc2N2CCOCC2)cc1Cl
 : 17, 16, 0, 16
COc1ccc(CC(=O)Nc2ccc(-c3noc(COc4ccccc4C)n3)cc2)cc1
 : 12, -16, -6, -16
COCCNCC#CCOc1ccc(OC)cc1
 : -12, -12, 1, -12
CC(C)C(C)(C#N)NC(=O)CSc1nnc(-c2ccncc2)n1Cc1ccccc1 (stereo not drawn)
 : 18, 3, 3, 3
COCCNc1nc2c(c(=O)n(Cc3ccc(OC)cc3)c(=O)n2C)n1C
 : 20, /, 16, 0
COCCCN1C(=O)C(=O)/C(=C(/O)c2ccc3c(c2)CC(C)O3)C1c1cccnc1 (stereo not drawn)
 : 4, /, -8, 0
CNCCOc1ccccc1C(C)(C)C
 : 11, -39, 20, -39
O=C(NCCCn1ccnc1)C(=O)NCc1ccc(Cl)cc1
 : -59, /, /, /
CCNC(=O)C1CC(=O)OC12CCCCC2 (stereo not drawn)
 : -10, -5, 2, -5
Cn1c(N2C(=O)CC(Cc3ccccc3)C2=O)nc2ccccc21 (stereo not drawn)
 : -21, 3, 10, 3
C=CCNc1nc(NC(C)(C)CO)nc(OC)n1
 : -5, 8, 6, 8
Cc1ccc(C(=O)c2nocc2C(=O)c2cccs2)cc1
 : 34, 23, 11, 23
COc1ccc2occ(C(=O)c3coc4ccc(O)c(CN(C)C)c34)c2c1
 : /, /, -19, 0
N#Cc1ccccc1Sc1ccccc1C(=O)OCc1nnc(-c2ccccc2)o1
 : 13, 14, 5, 14
O=C(Cc1cccs1)Nc1nnc(COc2ccccc2)s1
 : 15, -12, 12, -12
CN(C(=O)CSc1nc2c(c(=O)[nH]1)CCCC2)C1CCCCC1
 : 16, 9, 5, 9
O=C(Nc1ccc2c(c1)OCO2)Nc1ccc(Cl)cc1Cl
 : 9, 8, -3, 8
COc1ccc(CCn2c(=O)[nH]c3cc(C(=O)NCCCN4CCOCC4)ccc3c2=O)cc1OC
 : 26, -4, -7, -4
Cc1nc2nc(NCc3cccs3)nn2c(C)c1Cl
 : -5, -31, -16, -31
OCC#Cc1cnc2ccccc2c1
 : -14, -3, -1, -3
CC(C)(C)N1C(=O)c2ccccc2NC(=O)N1Cc1ccc(Br)cc1
 : 19, 14, 15, 14
CCOC(=O)c1cc(NC(=O)SCC(=O)O)c(C)nc1C
 : 13, /, 3, 0
CCCc1ccc(C(=O)N2CCN(c3ccccc3OCC)CC2)cc1
 : 19, /, /, /
Cc1ccc(NC(=O)CCC(=O)NCCO)cc1
 : /, /, 30, 21
COc1cccc(C2CC(c3c(-c4ccccc4)c4cc(Cl)ccc4[nH]c3=O)=NN2S(C)(=O)=O)c1OC (stereo not drawn)
 : 13, 5, -26, 5
NS(=O)(=O)c1ccc(CCNC(=O)C2CCCCN2S(=O)(=O)c2ccccc2)cc1 (stereo not drawn)
 : 25, -10, 4, -10
CCc1c(C)[nH]c(=S)c(C#N)c1C
 : 4, -5, 4, -5
Cc1c(NC(=O)C(C)NCC2CCCO2)c(=O)n(-c2ccccc2)n1C (stereo not drawn)
 : 23, -10, -1, -10
O=C(Nc1ccc(N2CCCC2)cc1)c1ccccc1F
 : 46, 7, 16, 7
CCn1c(SCC(=O)C(C)(C)C)nnc1-c1cnccn1
 : -6, 5, 27, 5
COc1ccccc1N(CC(=O)NC(C)(C)C)C(=O)C1CSC(=O)C1 (stereo not drawn)
 : -21, -16, 9, -16
O=C(CSc1ncn[nH]1)Nc1cccc2ccccc12
 : -74, /, ?, /
CCCn1c(Cc2ccccc2)nnc1SCC(=O)N1CCOCC1
 : 15, 5, 22, 5
CSc1[nH]c(=O)c(C(=O)O)cc1C#N
 : -10, -19, -11, -19
CCCCn1c(SC(C)C(N)=O)nc2cc(C(=O)OC)ccc2c1=O (stereo not drawn)
 : 34, -29, 3, -29
COc1cccc(NC(=O)COC(=O)CCCc2c[nH]c3ccccc23)c1
 : /, /, 28, 15
CC(C)c1ccc(CN2CCC(C(=O)NCc3cccnc3)CC2)cc1
 : 21, 20, 8, 20
O=C(c1ccc(Br)o1)N1CCCc2ccccc21
 : 53*, /, -17, -4
O=C(NCc1cccs1)c1ccc(Cl)s1
 : -3, /, 8, 0
O=C(OCCN1CCCCC1)c1ccccc1Cl
 : -2, 5, 8, 5
COc1ccc(CCC(=O)Nc2nc3ccccc3[nH]2)cc1OC
 : /, /, 6, -4
COc1ccc(Br)c(C(=O)Nn2c(C)nc3ccccc3c2=O)c1
 : -4, /, -13, 0
CCCc1[nH]nc2c1C(c1ccccc1OC)C(C#N)=C(N)O2 (stereo not drawn)
 : 3, -14, -1, -14
Cc1ccc2cc(CN(CC3CCCO3)S(=O)(=O)c3c(C)ccc4nsnc34)c(=O)[nH]c2c1 (stereo not drawn)
 : 6, -6, -4, -6
CCCn1c(=O)[nH]c(=O)c2c1nc(-c1ccc(OC(F)(F)C(F)C(F)(F)F)cc1)n2CCOC (stereo not drawn)
 : /, /, -13, 2
COc1ccc(-c2nnn(CCc3nn[nH]n3)n2)cc1
 : 4, -4, 15, -4
Cc1c(C(=O)O)[nH]c2c1C(=O)CC(c1ccc(Cl)cc1)C2 (stereo not drawn)
 : 12, 7, -2, 7
O=C(CN1CCN(C(=O)c2ccco2)CC1)Nc1ccc2c(c1)OCO2
 : -5, /, /, /
Cc1cccc(N(CC(N)=O)C2SC(=O)NC2=O)c1 (stereo not drawn)
 : /, /, -13, -7
Cc1ccc(-n2nc3cc(C)c(N)cc3n2)cc1
 : 9, 16, 14, 16
CCOC(=O)c1cnc(SCC(=O)N2CCc3ccccc32)nc1N
 : 11, -68, -35, -68
Cc1c(C(=O)NCCN2CCOCC2)sc2nc(-c3ccc(F)cc3)cn12
 : -2, -12, 2, -12
O=C(NCc1ccccc1)c1noc2c1CCCCC2
 : 4, 8, 10, 8
COc1ccc(-c2nc(C#N)c(N3CCCCCC3)o2)cc1OC
 : 15, 26, 7, 26
